Compound activity: PubChem, National Center for Advancing Translational Sciences (NCATS)
RECQ1 inh: blocks DNA unwinding by human RECQ1. actives 0.54% (n = 240,000). Potency, µM (series often up to 57.3 µM), for inactives: at the highest dose activity, negative = inhibition, actives largely listed as inhibitors. P46063. RECQ1 DNA unwinding, red fluorescence kinetic read;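 note: plate controls were vehicle for no effect and no enzyme for full effect; nearly all actives have a fitted effect of over 30% in size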
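RECQ1T1 50 nM; forked duplex (20 bp + 30-nt ss tails) 200 nM, ATP 2 mM final; pH 8.0, 2 mM MgCl2, 2.5 ug/ml poly(dI-dC); 15 min compound preincubation; discontinuous kinetic read over 2 h at RT.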
RGS12 GoLoco inh: blocks human Gai1 binding to RGS12 GoLoco peptide, red readout | P63096 | actives 0.44% (n = 230,000) | Gai1:RGS12 GoLoco peptide FP, rhodamine, 10 min | Potency, µM (series often up to 61.6 µM), inactives show at the top dose activity, negative = inhibition, hits mostly inhibitors; active = well fitted inhibition curve with a large enough effect, not every such curve was filed as active; inactive = no such curve, though single readings can be large or run the other way; note: nearly all actives have a fitted effect of over 30% in size; many of its hits are not listed in these tables
Target sequence (P63096 whole entry, looked up): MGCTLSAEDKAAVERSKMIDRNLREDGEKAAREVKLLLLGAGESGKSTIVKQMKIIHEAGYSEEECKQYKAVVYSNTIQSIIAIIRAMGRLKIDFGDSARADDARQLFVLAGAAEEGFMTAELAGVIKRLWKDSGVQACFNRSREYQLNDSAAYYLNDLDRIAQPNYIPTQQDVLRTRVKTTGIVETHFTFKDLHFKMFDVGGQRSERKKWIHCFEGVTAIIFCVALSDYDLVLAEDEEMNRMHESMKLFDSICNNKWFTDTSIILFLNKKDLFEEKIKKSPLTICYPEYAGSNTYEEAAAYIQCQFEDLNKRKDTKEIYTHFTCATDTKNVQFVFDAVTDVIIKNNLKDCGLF
GAA spleen mod: inhibits or activates alpha-glucosidase in human spleen homogenate; P10253; AID 2112; human spleen homogenate, 4-MU-alpha-glucoside fluorescence; actives 0.006% (n = 240,000); Potency, µM (top dose mostly 79.9 µM), inactives show top-dose activity change, negative = inhibition, actives largely listed as inhibitors;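 note: 0% = enzyme with vehicle and -100% = no enzyme basal signal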
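Compounds were titrated against alpha-glucosidase in spleen homogenate at pH 5.0, with 1 mM 4-methylumbelliferyl substrate for 40 min at 37 C. Reactions were quenched with pH 10 NaOH/glycine and fluorescence measured.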
TR SRC2 fluor cs: counter-screen for TRb-SRC2 inhibitors: fluorescence interference | TRb/SRC2 Texas Red total fluorescence interference | Potency, µM (top dose mostly 106 µM), inactives show at the top dose fluorescence change, negative = quenching | actives 0.29% (n = 280,000); active = well fitted curve in either direction with a large enough effect; inconclusive = small, poorly fitted or top-dose-only effect
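Human TRβ ligand-binding domain (0.6 uM) and Texas Red SRC2 peptide (20 nM) in Tris buffer with 1 uM T3 and 5% DMSO were incubated with pinned compound for 5 hr at ambient temperature. Total fluorescence was computed as S + 2P (555/632 nm).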
GAA inhib: alpha-glucosidase (human) inhibition | purified human GAA, 4-MU-alpha-glucoside fluorescence | Potency, µM (highest dose often 76.9 µM), for the others: at the top dose activity change, negative = inhibition, actives largely listed as inhibitors | P10253 | actives 0.005% (n = 200,000);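 note: plate controls were uninhibited enzyme wells for no effect and no-enzyme background for full effect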
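Endpoint fluorogenic read: 20 min room-temperature reaction of 4 nM human alpha-glucosidase with 400 uM 4-methylumbelliferyl-alpha-D-pyranoside, pH 5.0, quenched with 1M NaOH/1M glycine pH 10. AC50 from Hill modeling.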
GAA glycogen: GAA glycogen-cleavage inhibition or activation. P10253. recombinant GAA, glycogen substrate, Amplex Red glucose oxidase fluorescence. Potency, µM (top dose mostly 76.4 µM), without a hit: top-dose activity change, negative = inhibition, hits mostly inhibitors. actives 0.38% (n = 300,000);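 note: 0% = full enzyme reaction and -100% = no-enzyme basal signal; the screen sought inhibitors and activators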
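Recombinant enzyme (4 nM final) with compounds titrated up to 77 uM and bovine liver glycogen (30 ug) in citrate pH 5.0, 0.01% Tween-20, 37 C 40 min. Released glucose detected by Amplex Red/glucose oxidase (Ex 573/Em 610); AC50 from Hill fits.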
L3MBTL1 block: blocks human L3MBTL1. Q9Y468. actives 0.66% (n = 230,000). AlphaScreen L3MBTL1–H3K9me1 peptide binding. Potency, µM (series often up to 57.1 µM), for inactives: at the top dose activity, negative = inhibition, usual class: inhibitors; note: nearly all actives have a fitted effect of over 60% in size
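First, the protein-peptide complex forms for 30 min at room temperature (L3MBTL1 50 nM, biotinylated H3K9me1 peptide 75 nM). Next, compounds are pin-transferred and incubated 30 min. Finally, AlphaScreen beads are added and read after 30 min.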
TRb-SRC2 inh: TRbeta-SRC2 interaction inhibition; P10828; TRbeta-SRC2 peptide binding, fluorescence polarization; receptor liganded with 1 µM T3; Potency, µM (top dose mostly 106 µM), inactives show top-dose activity change, negative = inhibition, actives largely listed as inhibitors; actives 0.065% (n = 280,000);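 note: plate controls were bound peptide for no effect and peptide without receptor for full effect; nearly all actives have a fitted effect of over 50% in size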
Target sequence (P10828 whole entry, looked up): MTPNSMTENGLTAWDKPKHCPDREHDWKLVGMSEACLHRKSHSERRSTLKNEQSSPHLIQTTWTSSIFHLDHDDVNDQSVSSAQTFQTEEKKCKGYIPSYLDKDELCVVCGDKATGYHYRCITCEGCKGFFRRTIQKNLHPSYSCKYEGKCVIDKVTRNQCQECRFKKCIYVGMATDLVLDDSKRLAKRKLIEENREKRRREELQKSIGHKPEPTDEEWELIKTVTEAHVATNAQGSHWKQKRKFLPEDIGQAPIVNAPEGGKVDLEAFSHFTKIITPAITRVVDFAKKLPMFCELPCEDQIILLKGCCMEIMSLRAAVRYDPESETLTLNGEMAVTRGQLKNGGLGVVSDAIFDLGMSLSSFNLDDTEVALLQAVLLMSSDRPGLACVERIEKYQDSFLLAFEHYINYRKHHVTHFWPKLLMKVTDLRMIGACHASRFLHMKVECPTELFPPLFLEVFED
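Compounds were added to 0.6 uM TRb ligand-binding domain and 20 nM Texas Red-labeled SRC2 peptide in Tris buffer containing 1 uM T3, incubated 5 hr at ambient temperature, then read by fluorescence polarization.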
The depositor's hits bear a star; i = inactive; ? = inconclusive; · = not tested or not shown; [ ] = remark or other dose. Unless noted, calls come from the whole dose curve; as a rule, active = well fitted curve in the direction sought with a large enough effect; inconclusive = small, poorly fitted or top-dose-only effect, or another doubt; inactive = no such curve, though single readings can be large; an effect the other way counts as inactive or inconclusive. Unless noted, % is set by controls: 0 for no effect and ±100 for the full control effect; potency is the fitted concentration of half-maximal effect.

| molecule | RECQ1 inh | RGS12 GoLoco inh | GAA spleen mod | TR SRC2 fluor cs | GAA inhib | GAA glycogen | L3MBTL1 block | TRb-SRC2 inh |
| --- | --- | --- | --- | --- | --- | --- | --- | --- |
| Oc1ccc(Nc2nc(NCC3CCCO3)c3ccccc3n2)cc1 (centres undefined) | 14.1µM* | -8.9% | 1.0% | -3.9% | -2.7% | ? | -10.7% | 1.0% |
| O=C(c1ccc(F)cc1)C1CCN(S(=O)(=O)c2ccccc2)CC1 | -24.7% | -9.4% | -1.7% | -3.4% | -12.1% | -3.0% | 19.1% | 6.2% |
| Cc1cc(C(=O)COC(=O)c2ccc3c(c2)NC(=O)CS3)c(C)n1CCc1ccc(Cl)cc1 | 8.7% | -9.1% | 6.6% | -3.7% | 6.3% | -1.6% | -21.1% | -7.7% |
| O=C(CCSc1nnc2ccccn12)Nc1ccc(F)cc1 | -5.6% | 9.6% | 3.3% | -1.6% | -1.2% | 3.9% | -1.5% | -11.6% |
| CC(C)(C)OC(=O)N1CCC[C@H]1c1nnc(SCC(=O)Nc2ccc(Br)cc2)o1 | -8.0% | 4.0% | 9.7% | -1.3% | · | 4.7% | 1.5% | -5.6% |
| Cc1nc2ccc(NS(=O)(=O)c3ccc(F)cc3)cc2s1 | i | 11.3% | 9.3% | -1.9% | 6.2% | 3.0% | 8.2% | -4.7% |
| COc1cccc(OCCCCSc2ncccn2)c1 | -2.0% | 6.6% | -4.3% | 0.1% | 7.7% | 1.6% | · | 3.9% |
| Cc1c(S(=O)(=O)N2CCN(c3ccccc3)CC2)c(=O)n(C)c(=O)n1C | -4.2% | 7.2% | 0.3% | -2.1% | · | 2.7% | · | 4.2% |
| COC(=O)C(C(=O)OC)[C@@H]1CCCC(=O)C1 | -3.5%[11.5 µM] | · | -2.1%[17.4 µM] | ? | · | · | · | -20.4%[11.2 µM] |
| Cc1ccc(Nc2ccc(C(F)(F)F)cc2[N+](=O)[O-])cc1 | -6.4% | -1.2% | -3.1% | -0.6% | -4.8% | 0.7% | -2.5% | 1.5% |
| Cc1ccc(-n2sc3ccccc3c2=O)cc1 | -1.1% | 10µM* | -1.5% | -0.9% | 0.8% | 4.0% | -2.2% | -5.3% |
| N#CCC(=O)Nc1cc(C(F)(F)F)ccc1N1CCOCC1 | i | 11.4% | -0.8% | 3.6% | -19.1% | 19.1% | 1.3% | 2.4% |
| Cn1c(=O)n(C)c2cc(CN3C(=O)OC(C)(C)C3(C)O)ccc21 (centres undefined) | i | 3.1% | -4.4% | 0.7% | 1.6% | 2.6% | ? | -13.1% |
| CC(=O)N1CC(c2ccccc2)C(c2ccc(Cl)cc2)=N1 (centres undefined) | -11.5% | -10.4% | -2.3% | -5.0% | 3.2% | -1.5% | -5.0% | -9.2% |
| CCOc1ccc2sc(NS(=O)(=O)c3ccc(N)cc3)nc2c1 | -6.0% | 7.3% | 0.8% | -5.3% | -7.3% | 0.1% | -1.5% | -7.9% |
| O=S(=O)(Cc1ccc(Cl)cc1)N1CCN(Cc2ccccc2)CC1 | -0.4% | 1.5% | -2.9% | 0.8% | -5.6% | 3.5% | -1.7% | 3.9% |
| CCc1ccc(-n2c(C)n[nH]c2=S)cc1 | -11.8% | 13.3% | -2.2% | -2.8%[53 µM] | 12.2% | -10.6% | -0.7% | 3.0%[53 µM] |
| CCCC(=O)OCCNc1cc(SCc2ccco2)c2nonc2c1[N+](=O)[O-] | 3.4% | -1.7% | -5.2% | 5.8% | -3.5% | 8.6% | ? | -10.0% |
| O=C(NCc1ccco1)C1CCCN(S(=O)(=O)c2cnc[nH]2)C1 (centres undefined) | -6.5% | 10.2% | 2.5% | 1.6% | -3.6% | -19.2% | · | -1.8% |
| N#CNC(=Nc1cccc(F)c1)SCc1ccccc1F | -2.5% | -6.2% | -6.6% | -1.3% | 2.5% | 7.5% | 4.5% | 5.7% |
| Cc1ccccc1Nc1nc(N)nc(COC(=O)CCS(=O)(=O)c2ccccc2)n1 | -2.6% | -1.7% | -5.1% | -0.3% | -11.2% | 2.8% | -1.6% | -0.9% |
| CC12CN3CCN(CC(C3)/C1=N\N=C1/C3CN4CCN(C3)CC1(C)C4)C2 | -1.2% | 10.2% | -10.7% | -1.3% | -11.0% | 8.9% | -2.3% | 1.8% |
| CCOC(=O)Cc1csc(NC(=O)CSc2nnnn2-c2ccc(C)c(C)c2)n1 | -1.0% | 5.9% | -4.6% | -0.6% | ? | -13.4% | -2.4%[11.4 µM] | 14.0% |
| CCCCCCC1C(C#N)=C(N)OC2=C1C(=O)CC(C)(C)C2 (centres undefined) | -3.9% | 2.7% | -4.3% | -1.3% | -6.0% | -2.3% | 14.2% | 6.2% |
| Cc1ccc(/C=N/NC(=O)c2ccc3c(c2)OCCO3)s1 | -14.1% | 27.1% | -4.3% | -0.7% | -6.5%[15.4 µM] | -1.9% | ? | 0.4% |

The last 3 entries of the part before open the next one:
The line under a structure holds: RECQ1 inh	RGS12 GoLoco inh	GAA spleen mod	TR SRC2 fluor cs	GAA inhib	GAA glycogen	L3MBTL1 block	TRb-SRC2 inh
CCOC(=O)Cc1csc(NC(=O)CSc2nnnn2-c2ccc(C)c(C)c2)n1
    -1.0%	5.9%	-4.6%	-0.6%	?	-13.4%	-2.4%[11.4 µM]	14.0%
CCCCCCC1C(C#N)=C(N)OC2=C1C(=O)CC(C)(C)C2 (centres undefined)
    -3.9%	2.7%	-4.3%	-1.3%	-6.0%	-2.3%	14.2%	6.2%
Cc1ccc(/C=N/NC(=O)c2ccc3c(c2)OCCO3)s1
    -14.1%	27.1%	-4.3%	-0.7%	-6.5%[15.4 µM]	-1.9%	?	0.4%
COc1ccc(N(C(=O)c2ccccc2OC)C2C=CS(=O)(=O)C2)c(OC)c1 (centres undefined)
    i	5.0%	-25.5%	-2.4%	-3.2%	0.1%	0.8%[11.4 µM]	-0.4%
Cc1cc(C(=O)N2CCc3ccccc32)c2ccccc2n1
    -2.9%	-0.5%	5.9%	0.7%	-10.2%	-4.8%	-2.6%	-1.8%
CCn1nnnc1SCC(=O)c1cccc(OC)c1
    -5.5%	13.8%	-0.3%	0.9%	-3.0%	-12.5%	1.6%	-1.5%
CC(C)(C)NC(=O)NC(=O)COC(=O)CNS(=O)(=O)c1ccc(Br)cc1Cl
    -2.6%	5.1%	-11.3%	0.3%	5.5%	6.8%	15.6%	-5.0%
CCCn1c(=O)[nH]c(=O)c2c1nc(-c1ccc3c(c1)OCCO3)n2CCN1CCOCC1
    -5.4%	6.4%	7.5%	0.1%	0.9%	4.5%	-1.6%	-2.6%
O=C(NC1CCSC1=O)c1cccc(Cl)c1 (centres undefined)
    i	-8.9%	-8.4%	1.1%	-1.3%	7.7%	-11.4%	5.0%
Fc1ccccc1COc1ccccc1/C=N/Nc1nc(N2CCCC2)nc(N2CCCC2)n1
    -22.4%	25.2%	6.8%	-4.9%	0.1%	0.1%	-4.7%	5.4%
C=CCN(C(=O)Cn1ncc2c1-c1cc(C)ccc1OC2)c1ccccc1
    12.4%	0.5%	-1.5%	3.1%	-11.8%	-7.9%	-10.1%	2.9%
CCC1(CC)NC(=S)N(Nc2ccccc2)C1=O
    -6.8%	-0.8%	0.7%	-2.4%	-5.0%	13.0%	·	-2.2%
O=C1c2ccccc2C(=O)C1c1ccncc1
    -1.8%	13.4%	-7.0%	-4.8%	1.3%	2.4%	·	1.0%
Cc1cc(Cl)ccc1NC(=S)NCc1ccccc1
    i	2.9%	-1.7%	-6.4%	4.4%	-3.8%	-11.8%	-3.6%
CN(C)S(=O)(=O)Nc1ccccc1F
    i	11.9%	-1.3%	-2.7%	-8.5%	3.9%	12.0%	0.5%
O=C(Nc1ccccc1)c1cccc(-c2nnc(-c3ccccc3)o2)c1
    i	2.6%	-7.3%	-5.1%	4.7%	-19.5%	-12.7%	-11.1%
COc1ccc(CCNC(=O)c2ccc3c(=O)n(Cc4ccco4)c(=S)[nH]c3c2)cc1OC
    ?	46.3%[activator]	2.2%	?	-2.5%	3.4%	-6.6%	17.1%
COc1ccc(N2CCN(c3oc(COc4ccc(Cl)cc4)nc3C#N)CC2)cc1
    i	4.9%	1.7%	3.3%	2.4%	-6.6%	?	4.1%
Cc1ccc(C(=O)NC(O)C(Cl)Cl)cc1 (centres undefined)
    9.9%	0.5%	9.1%	-3.5%	2.0%	1.1%	9.6%	-3.7%
O=C1CSC(c2nn(-c3ccccc3)cc2-c2cc3ccccc3oc2=O)N1Cc1ccco1 (centres undefined)
    -12.7%	6.3%	6.2%	1.5%	?	3.5%	-6.5%	1.8%
O=C(Nc1ccc(Cl)c([N+](=O)[O-])c1)ONC1=NCCCCC1
    -1.2%	2.4%	3.1%	-0.9%	-0.1%	-18.9%	·	-5.0%
C=CCc1cc(Cl)ccc1OCCN1CC(C)OC(C)C1 (centres undefined)
    i	31.1%[activator]	-1.8%	-1.0%	-1.6%	16.6%	10.8%	-8.9%
CC(=O)Nc1ccc(NS(=O)(=O)c2ccc(C)cc2)c([N+](=O)[O-])c1
    -0.1%	4.3%	3.5%	-2.4%	-3.8%	6.8%	-12.0%	-4.5%
COc1c(Cl)cc(Cl)cc1/C=C/C(=O)c1ccc(NC(=O)c2cccs2)cc1
    -27.6%	8.1%	-6.2%	-5.0%	2.5%	4.3%	-12.1%	18.4%
CN1CCN(c2ccc(NC(=O)c3ccc4c(c3)OCCO4)cc2)CC1
    i	60.9%[activator]	3.7%	0.6%	1.5%	-5.0%	-11.1%	-2.0%
COC1C(O)C(CO)OC1n1cnc2c(=O)[nH]c(N)nc21 (centres undefined)
    -4.5%	8.1%	-10.7%	-1.9%	·	·	·	0.4%

Not all compounds are listed, so the mix of outcomes need not match the whole.
